Source: PubChem (several laboratories)
ABCB6 inh MLPCN: blocks the human ABCB6 transporter; K562-ABCB6 porphyrin accumulation, flow cytometry, 1 h; stronger effect = lower value; fluorescence ratio to DMSO, % at 10 µM; hit rate 0.19% among 360,000; AID 602162;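 active = fluorescence ratio to DMSO below 75%, the collection mean minus 3 SD; inconclusive = too few cells collected in the well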;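 note: signal is porphyrin accumulated inside mitochondria; 100% equals median channel fluorescence of DMSO control wells; lower ratio means ABCB6 inhibition with less porphyrin fluorescence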
MC4R barr agon: human MC4R agonism via beta-arrestin; U2OS MC4R beta-arrestin complementation, luminescence; percent of melanotan II response, DMSO zero; activation, % at 8.9 µM; hit rate 0.98% among 360,000;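 active = activation above a per-plate cutoff, the mean activation of sample wells on that plate plus 3 SD, cut at about 8% in these data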
Target sequence (P32245 whole entry, looked up): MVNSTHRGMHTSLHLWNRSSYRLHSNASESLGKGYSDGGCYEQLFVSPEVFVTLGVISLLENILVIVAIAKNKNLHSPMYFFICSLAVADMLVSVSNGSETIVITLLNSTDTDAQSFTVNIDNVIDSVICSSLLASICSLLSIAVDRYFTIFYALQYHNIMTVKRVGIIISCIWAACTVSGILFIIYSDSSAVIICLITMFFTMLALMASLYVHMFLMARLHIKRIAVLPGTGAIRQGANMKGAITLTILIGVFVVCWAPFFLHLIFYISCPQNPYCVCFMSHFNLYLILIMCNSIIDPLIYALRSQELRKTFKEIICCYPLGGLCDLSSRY
aDG glyco up: increases alpha dystroglycan glycosylation; activation, % at 10 µM; hit rate 0.22% among 360,000; Pro5-aDG cells, alpha-DG glycosylation AlphaScreen (IIH6); 0% Pro5, 100% B10-LARGE cell signal; AID 624168;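 active = activation of at least 8% versus controls, or a plate z-score of at least 8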;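 note: Pro5 are CHO cells carrying HIG-tagged alpha-DG that lacks glycosylation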
MC4R antagonist: antagonists of human melanocortin 4 receptor (MC4R); hit rate 0.48% among 360,000; MC4R-expressing cells, MTII-stimulated cAMP, LANCE TR-FRET; inhibition, % at 6.5 µM;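 active = inhibition above its plate's cutoff, the mean of tested wells on that plate plus 3 SD, cut at about 29% in these data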;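 note: 0% = Melanotan II alone and 100% = Melanotan II plus saturating MCL0020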
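System – human MC4R-expressing U2OS cells · Also added – Melanotan II · Dosing – one concentration, 6.5 µM nominal · Timing – 30-min compound, 1-h challenge, 1-h detection, room temperature · Measured by – Eu-cAMP/anti-cAMP TR-FRET, emission 671 nm · Replicates – singlicate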
Vif inh: inhibitors of HIV Vif | HEK293T cells, Vif self-association by quenched fluorescence, imaging, 24 h | inhibition, % at 7.49 µM | hit rate 0.35% among 340,000 | AID 602346; in the data active = inhibition above about 50%, passing the limit was not always enough; inconclusive = no clear call, values can overlap the other calls; inactive = below about 31%; note: some results filed as inactive read as strong as hits
CaV13 FRET inh: Primary screen for inhibitors of IQ motif and Ca2+-dependent inactivation inhibitor domain binding in CACNA1D, Förster resonance energy transfer in living cells, …; HEK cells, CFP/YFP FRET ICDI-IQ, plate reader, 10 min; percent FRET-ratio fall versus neutral wells; inhibition, % at 12.3 µM; hit rate 0.098% among 340,000; AID 743397;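 active = mean replicate inhibition of at least 30% and at least 1% of replicates passing that level; inconclusive = only one of the two criteria is met; inactive = neither criterion is met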;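 note: 0% = median of the neutral control wells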
PDI turbidity: blocks human protein disulfide isomerase activity | P07237 | inhibition, % at 10 µM | hit rate 0.052% among 350,000 | PDI insulin aggregation turbidity, A650, 90 min;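 active = mean inhibition across replicates of 30% or more, whatever share of single replicates reach that level; inconclusive = mean inhibition below 30% while every single replicate reaches 30%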;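 note: absorbance from insulin aggregation driven by PDI reduction with DTT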
Glyco luc inh: N-linked glycosylation inhibition. reporter increase, % at 12.5 µM. AID 588692. hit rate 0.23% among 360,000. D54 ERlucT glycosylation luciferase reporter, 24 h; percent of 100 nM tunicamycin response;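 active = mean luciferase reporter signal, scaled so untreated is 0 and the glycosylation-blocking control 100, at or above a set limit in every replicate; inconclusive = mean reaches the limit but not every replicate does; inactive = mean below the limit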;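 note: luciferase carries N-glycosylation sites so blocking glycosylation raises the light; 0% = median of neutral control wells and 100% = median of 100 nM tunicamycin wells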
HTR2A ag: agonists of mouse serotonin 5-HT2A receptor (HTR2A). CHO-K1 mHTR2A beta-arrestin complementation, luminescence; percent of 30 µM serotonin response. hit rate 0.66% among 360,000. activation, % at 7.6 µM. P35363;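 active = activation above a run cutoff, the mean activation of all tested compounds plus 3 SD, cut at about 14% in these data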;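 note: 0% = plate median of compound wells and 100% = 30 µM serotonin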
Target sequence (P35363 whole entry, looked up): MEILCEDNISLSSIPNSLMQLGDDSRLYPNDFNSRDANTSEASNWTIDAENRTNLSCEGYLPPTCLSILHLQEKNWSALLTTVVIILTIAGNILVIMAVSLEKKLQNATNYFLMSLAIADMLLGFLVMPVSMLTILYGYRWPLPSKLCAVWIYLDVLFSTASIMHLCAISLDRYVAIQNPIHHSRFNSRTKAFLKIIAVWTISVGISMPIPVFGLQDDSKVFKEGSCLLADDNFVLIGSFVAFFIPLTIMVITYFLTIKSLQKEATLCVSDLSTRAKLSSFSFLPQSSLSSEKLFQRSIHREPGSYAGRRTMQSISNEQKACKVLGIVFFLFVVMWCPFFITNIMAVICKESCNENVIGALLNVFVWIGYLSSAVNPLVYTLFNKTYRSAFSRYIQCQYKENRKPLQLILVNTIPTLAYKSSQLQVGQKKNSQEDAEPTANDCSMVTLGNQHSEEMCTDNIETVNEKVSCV
Cardio protect: modulators protecting cardiomyocytes from myocardial damage | H9c2 cardiomyocytes, H2O2 injury protection, ATPLite, 2 h | protection from H2O2 cell death, % at 20 µM | hit rate 0.63% among 360,000;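 active = compounds giving at least 50% protection of heart cells from peroxide-induced death in the single-dose screen, raw or plate-pattern-corrected value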;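 note: 0% = DMSO wells with peroxide and 100% = DMSO wells without peroxide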
Numbers without * were called inactive; ? = inconclusive; nt = no result given.

Values run as follows: ABCB6 inh MLPCN, MC4R barr agon, aDG glyco up, MC4R antagonist, Vif inh, CaV13 FRET inh, PDI turbidity, Glyco luc inh, HTR2A ag, Cardio protect
> O=C(/C=C/c1ccccc1Cl)Nc1ccc2c(c1)C(=O)NC2=O
  103, 1.5, 0.5, -4, nt, -6, 2, -1, -4, -6
> O=C(CCC(=O)c1cccs1)NCc1ccc(F)cc1
  99, 0.5, -0.1, 4, 0, -5, -2, 3, 3, 2
> Cn1c(=O)[nH]c(=O)c2c1nc(SCCN1CCCCC1)n2Cc1ccccc1
  90, -2.6, -0.2, 8, 2, -1, 7, -1, 0, 20
> COc1ccc(S(=O)(=O)Nc2cccc(C(C)=O)c2)cc1Br
  97, -2.3, 0.4, 8, 4, -5, 5, 0, 1, -5
> Clc1ccccc1C1SCC2Nc3ccccc3CN21 (configuration not stated)
  97, -1.6, -0.3, 2, 12, -5, 21, -2, -4, -14
> CCOC(=O)c1cccc(NC(=O)CCn2nnc3ccccc32)c1
  104, -0.8, 1.3, 2, -17, -6, -2, -2, 3, 2
> C=CCOc1c(Cl)cc(Cl)cc1S(=O)(=O)NCCO
  97, 0.7, 0.7, 8, 0, -9, 4, 2, 8, -10
> O=C(C1CC1)N1N=C(c2ccccc2)CC1(O)C(F)(F)C(F)(F)F (configuration not stated)
  93, 1.2, 0.0, -5, -5, -2, -1, -2, 2, -2
> COc1cccc(C(O)c2ncc(-c3ccc(Cl)cc3)[nH]2)c1 (configuration not stated)
  101, 0.0, -0.2, 5, -4, -5, 0, 1, 2, -3
> CCNc1nc(SC(C)C(=O)OC)nc(N(C)C)n1 (configuration not stated)
  93, 1.9, -0.2, 1, 3, 3, 6, 2, 6, 2
> O=C(C[n+]1ccccn1)c1ccccc1
  107, 0.0, 0.8, 0, 1, -2, -1, 6, 0, 5
> Cc1cc(-c2ccc(C)c(S(=O)(=O)NCCc3ccc(S(N)(=O)=O)cc3)c2)on1
  99, 0.3, -0.4, 8, 3, -6, -7, 1, -4, -3
> CCN(CC(=O)Nc1ccc(NC(C)=O)cc1)C(=O)c1cc(CN2C(=O)c3ccccc3C2=O)ccc1OC
  93, -3.8, 0.0, 7, -9, -2, -6, 0, 4, 7
> CCOC(=O)C1=C(CSc2nc(-c3ccccc3)ccc2C#N)OC(N)=C(C#N)C1c1cccnc1 (configuration not stated)
  442, -0.5, -0.2, 22, nt, -20, -6, -10, -7, 2
> Cc1ccccc1NC(=O)Cn1c(NCC(C)O)nc2ccccc21 (configuration not stated)
  105, -0.3, 0.2, 2, 1, -5, -6, 1, 1, -2
> CCOC(=O)C1CCCN(S(=O)(=O)c2ccc(NC(C)=O)cc2)C1 (configuration not stated)
  97, -1.9, 1.7, 3, -10, -4, 2, 0, -2, -13
> Cc1cccc(Cn2c(C(=O)OC(C)C)cc3c2ccn3C)c1
  108, 5.2, -0.3, 16, nt, -4, -1, -3, 0, 1
> COc1ccc(-c2ccc(SCC(=O)N3c4ccccc4CC3C)nn2)cc1OC (configuration not stated)
  94, 0.1, 0.2, 8, -11, -10, 0, 3, -1, 37
> COc1ccc(-c2nc3c4ccccc4ccn3c2CN2CCOCC2)cc1OC
  97, 0.1, 1.6, 0, -3, -5, 2, 5, 2, -7
> Oc1ccc(/C=N/N2CCN(c3ccccn3)CC2)cc1
  101, 1.0, 0.0, 23, -1, 4, -4, 2, 1, -6
> CCOc1cccc2cc(C(=O)NCc3ccc(Cl)cc3)c(=N)oc12
  96, -3.5, 0.0, 4, 7, nt, 3, 7, 1, -2
> CN(C)c1ccc(/C=C/C(=O)c2ccc(O)cc2)cc1[N+](=O)[O-]
  98, 0.6, 0.5, -14, -1, -2, 63*, 14, -10, 0
> COc1ccc(NC(=O)c2ccc(C)cc2)cc1
  101, -1.2, -0.1, 5, 3, -19, 9, -13, -2, -16
> CCN(C(=O)CSc1nnnn1C)c1c(N)n(Cc2ccccc2)c(=O)[nH]c1=O
  99, -1.0, -0.2, 11, 0, 8, 0, 1, -1, -5
> O=c1[nH]c(Nc2ccccc2)cc2ccccc12
  103, -0.4, -0.2, 1, 1, -4, -2, 5, -4, -8
> CCOC(=O)c1sc(NC(=O)c2cccc(S(=O)(=O)N(CC)CC)c2)cc1C
  100, 12*, 5.8, 18, 17, -8, -3, -4, 1, -4
> COc1ccc(C2c3c(ccc4ccccc34)Oc3ncn4nc(-c5ccco5)nc4c32)cc1OC (configuration not stated)
  90, -0.9, -0.2, 8, 12, -6, 7, -5, 2, 1
> COc1ccc(NC(=O)C(CCS(C)(=O)=O)N2C(=O)c3ccccc3C2=O)cc1 (configuration not stated)
  89, -2.0, -0.2, 1, ?, -7, 0, 4, 4, 4
> CN(C1CCS(=O)(=O)C1)S(=O)(=O)c1ccccc1 (configuration not stated)
  100, -1.9, 0.1, 11, nt, -5, 4, 4, 0, 0
> COc1cccc(CNS(=O)(=O)/C=C/c2ccc3c(c2)OCO3)c1
  90, 0.6, 0.1, 5, -2, -5, 3, -1, 1, -12

Full records from above:
COc1cccc(CNS(=O)(=O)/C=C/c2ccc3c(c2)OCO3)c1 reads ABCB6 inh MLPCN = 90; MC4R barr agon = 0.6; aDG glyco up = 0.1; MC4R antagonist = 5; Vif inh = -2; CaV13 FRET inh = -5; PDI turbidity = 3; Glyco luc inh = -1; HTR2A ag = 1; Cardio protect = -12
CCOc1cccc2cc(C(=O)NCc3ccc(Cl)cc3)c(=N)oc12 reads ABCB6 inh MLPCN = 96; MC4R barr agon = -3.5; aDG glyco up = 0.0; MC4R antagonist = 4; Vif inh = 7; CaV13 FRET inh = nt; PDI turbidity = 3; Glyco luc inh = 7; HTR2A ag = 1; Cardio protect = -2

The results go on.
Values run as follows: ABCB6 inh MLPCN, MC4R barr agon, aDG glyco up, MC4R antagonist, Vif inh, CaV13 FRET inh, PDI turbidity, Glyco luc inh, HTR2A ag, Cardio protect
> N#Cc1c(NC(=O)CSc2nc3c(c(C(F)(F)F)n2)CCc2ccccc2-3)sc2c1CCCC2
  100, 1.2, 0.3, -3, nt, -4, -16, 1, -1, -6
> CCc1nc(C)cn1S(=O)(=O)c1ccc(Cl)c(Cl)c1Cl
  79, -0.5, -0.1, -2, -1, -5, -5, -2, 3, 2
> COC(=O)c1cccc(NC(=O)C(C)N2C(=O)c3ccccc3C2=O)c1 (configuration not stated)
  94, -1.7, -0.1, 4, 2, -6, 4, 4, -1, 4
> CCCn1nc(C(=O)NC2CCCCCC2)c2ccccc2c1=O
  100, 3.1, 0.1, 6, 10, -3, -5, -1, 11, 9
> Cc1cc(NC(=O)c2c(-c3c(Cl)cccc3Cl)noc2C)n(C)n1
  106, 0.5, -0.3, 9, -2, -5, 8, 1, -6, 3
> CSCCC(NS(=O)(=O)c1ccc2c(c1)oc(=O)n2C)C(=O)NC1CCCc2ccccc21 (configuration not stated)
  104, 2.1, -0.2, 16, 2, -10, nt, -3, 8, 21
> Cc1ccc2c(c1)N(CC(=O)N1CCCCC1C)C(=O)CO2 (configuration not stated)
  76, -3.1, -0.1, 3, 10, -4, -10, 1, 7, 0
> Cc1ccc2cc(CN(CC3CCCO3)C(=S)NCc3ccco3)c(=O)[nH]c2c1 (configuration not stated)
  99, -1.1, -0.2, 0, -5, -2, 0, 14, 4, 0
> CCOc1ccc(CNC(=O)Cn2nc(C)c3c(C)n(-c4ccc(C)cc4)nc3c2=O)cc1
  98, -1.6, 0.0, 5, -2, -2, 3, 3, 0, 1
> O=C(c1ccco1)N1CCN(C(c2cccs2)c2nnnn2C2CCCCC2)CC1 (configuration not stated)
  100, -0.2, 0.1, 3, 8, -11, -1, -2, -4, -2
> Cc1cc(OCC(=O)Nc2nnc(C3CC3)s2)ccc1Cl
  111, -1.0, -0.1, 4, 9, -10, -12, 0, 0, -5
> O=[N+]([O-])c1cc(-c2cnc3ccccc3n2)ccc1Cl
  102, -0.5, 0.5, 10, -3, -5, -1, -4, 8, -1
> CCCC(c1nnnn1CCOC)N(Cc1cc2cc(C)c(C)cc2[nH]c1=O)CC1CCCO1 (configuration not stated)
  100, 2.5, 0.2, -5, 14, -9, 7, 1, 2, 8
> CC(=O)Nc1ccc(NC(=O)CSc2ncc(C(=O)Nc3ccc(Cl)cc3)c(=O)n2C)cc1
  101, -2.2, 0.3, 17, 3, nt, -4, 2, -2, 3
> COc1cc2c(cc1OC)/C(=C/C(=O)c1ccccc1F)NCC2
  96, -2.1, 0.1, -5, -7, -4, -3, -2, 2, 4
> CCOC(=O)c1ccc(NC(=O)Oc2ccccc2)cc1
  96, -1.7, -0.3, -8, 12, -5, -4, 4, -2, -7
> Cc1nc2cc(NC(=O)NCCC3=CCCCC3)ccc2o1
  100, 2.9, -0.2, -1, 2, -10, -10, 0, 0, -1
> CCOc1ccc(-c2nnn(CC(=O)NCc3ccc(OC)cc3)n2)cc1OCC
  96, -1.2, 0.1, 3, -4, nt, -8, -2, -1, -7
> Cc1nn(C)c(C)c1CN(C)C(=O)C1c2ccccc2Oc2ccccc21
  96, -0.9, -0.1, 2, 8, nt, -2, -1, 0, 11
> Cc1cc(C(=O)OCC(=O)c2ccc3c(c2)NC(=O)CO3)c2ccccc2n1
  103, 3.6, 0.2, -2, 7, -4, -4, 0, 7, 11
> CC1(C)C(=O)Nc2ccccc2N1C(=O)COC(=O)c1ccc(NC(N)=O)cc1
  101, 0.5, -0.3, 5, -4, -6, 4, 0, 8, 16
> NS(=O)(=O)c1ccc(NC(=S)N2CCN(Cc3ccc4c(c3)OCO4)CC2)cc1
  98, -2.9, -0.1, 4, 1, -2, 7, -1, 5, -25
> c1ccc(-n2c(SCC3CCCCO3)nnc2-c2cccs2)cc1 (configuration not stated)
  94, 1.0, -0.1, 1, 1, -7, 4, -2, -2, 8
> Cc1nc(C(=O)N2CCc3c([nH]c4ccccc34)C2c2cc(F)ccc2F)cs1 (configuration not stated)
  97, -0.3, -0.2, 1, -8, -4, 4, -2, -3, -10
> Cn1nc(C(F)(F)F)c(C#N)c1N1CCN(c2cccc(C(F)(F)F)c2)CC1
  103, 0.3, 0.1, -4, 0, nt, 1, 1, 8, -2

Rows are unselected; about 3.6% have a hit in one of these screens.
